Compound activity: PubChem BioAssay, Emory University Molecular Libraries Screening Center
14-3-3g Raf = modulators of 14-3-3 gamma protein binding, primary screen, biochemical, fluorescence polarization; 14-3-3 protein gamma (Homo sapiens), P61981; FP, 14-3-3gamma / TMR-pS259-Raf peptide binding; inhibition, % at 40 µM; 160,000 compounds, 0.19% hits; AID 422, 2006; in the data active means inhibition above about 30%;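 further: 0% = protein plus tracer without compound and 100% = blank with tracer alone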
Target sequence (P61981 whole entry, looked up): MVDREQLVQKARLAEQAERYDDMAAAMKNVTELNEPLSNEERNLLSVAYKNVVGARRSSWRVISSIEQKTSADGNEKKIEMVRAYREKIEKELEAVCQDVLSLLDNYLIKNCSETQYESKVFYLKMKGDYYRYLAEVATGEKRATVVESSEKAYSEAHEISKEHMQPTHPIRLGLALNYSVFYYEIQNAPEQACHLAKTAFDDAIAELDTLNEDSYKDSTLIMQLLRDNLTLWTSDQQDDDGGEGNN
Active calls of the source: *; & = joins results of further samples. Only part of the results is shown. The share of hits here may be higher or lower than overall.

Start of the data: the first 15 entries, to show the layout:
14-3-3g Raf	molecule
-2	CCOc1cc(S(=O)(=O)n2nc(C)cc2C)ccc1F
1	Cc1cc(C)cc(NC(=O)CN2C(=O)c3cccc4cccc2c34)c1
-9	Cc1ccc(-c2nc(S(=O)(=O)c3ccccc3)c(SCC(N)=O)o2)cc1
-8	CCC(C)NC(=O)c1sc2ncn(CC(=O)Nc3ccccc3OC)c(=O)c2c1C (centres undefined)
-3	O=C(CN1C(=O)c2ccccc2C1=O)NCCCc1ccccc1
0&-5	CCC(C)(C(=O)NC1CCCC1)N(Cc1cccs1)C(C)=O (centres undefined)
5	Cn1c(=O)oc2cc(S(=O)(=O)NC3CCN(Cc4ccccc4)CC3)ccc21
-5	O=C(CCC1CCCCC1)NCCC12CC3CC(CC(C3)C1)C2
-188	Cc1cc(Br)ccc1NC(=O)c1cc2c(=O)[nH]c3ccccc3c2s1
-3	CN1CCC[C@H]1c1cccnc1
-8	CCOC(=O)c1cc2sccc2n1CC(=O)N1c2ccccc2CC1C (centres undefined)
4	O=C(O)c1cc(S(=O)(=O)O)ccc1O
-6	CC(=O)c1ccc(OC(C)C)c(CSc2nc(O)cc(=O)[nH]2)c1
-8	COc1ccc2nc3sc(C(=O)N4CCC(C)CC4)cc3cc2c1
2	COC(=O)C(C)Sc1nnc(SC(C)C(=O)OC)s1 (centres undefined)

Main list, previewed entries included:
14-3-3g Raf	molecule
-2	CCOc1cc(S(=O)(=O)n2nc(C)cc2C)ccc1F
1	Cc1cc(C)cc(NC(=O)CN2C(=O)c3cccc4cccc2c34)c1
-9	Cc1ccc(-c2nc(S(=O)(=O)c3ccccc3)c(SCC(N)=O)o2)cc1
-8	CCC(C)NC(=O)c1sc2ncn(CC(=O)Nc3ccccc3OC)c(=O)c2c1C (centres undefined)
-3	O=C(CN1C(=O)c2ccccc2C1=O)NCCCc1ccccc1
0&-5	CCC(C)(C(=O)NC1CCCC1)N(Cc1cccs1)C(C)=O (centres undefined)
5	Cn1c(=O)oc2cc(S(=O)(=O)NC3CCN(Cc4ccccc4)CC3)ccc21
-5	O=C(CCC1CCCCC1)NCCC12CC3CC(CC(C3)C1)C2
-188	Cc1cc(Br)ccc1NC(=O)c1cc2c(=O)[nH]c3ccccc3c2s1
-3	CN1CCC[C@H]1c1cccnc1
-8	CCOC(=O)c1cc2sccc2n1CC(=O)N1c2ccccc2CC1C (centres undefined)
4	O=C(O)c1cc(S(=O)(=O)O)ccc1O
-6	CC(=O)c1ccc(OC(C)C)c(CSc2nc(O)cc(=O)[nH]2)c1
-8	COc1ccc2nc3sc(C(=O)N4CCC(C)CC4)cc3cc2c1
2	COC(=O)C(C)Sc1nnc(SC(C)C(=O)OC)s1 (centres undefined)
-6	CCCCC(C(N)=O)N1C(=O)C2C3C=CC(C3)C2C1=O (centres undefined)
-19	O=C(OCc1nnc(-c2ccc(Cl)cc2)o1)c1ccncc1
-9	Cc1ccc(-c2nnc(SCC(=O)Nc3nc(-c4ccccc4)cs3)o2)cc1
-6	Cn1c(=NC(=O)c2ccc(S(=O)(=O)N3CCCc4ccccc43)cc2)sc2ccccc21
4	Cc1ccc(C(=O)N(c2ccccn2)C(C)c2ccco2)cc1 (centres undefined)
11	CCOC(=O)c1cc2c(=O)n3cccc(C)c3nc2n(CCOC)c1=N
-4	CC(C)(C)c1ccc2c(c1)N(CC(=O)NC1CCCC1)C(=O)CO2
-4	Cc1cccc(-n2cc(-c3ccccc3)c3c(Nc4cccc(F)c4)ncnc32)c1
-3	Cc1c(C#N)c2ccccc2n1C
-7	COc1cc(SC)ccc1C(=O)OC1CCOC1=O (centres undefined)
4	Cc1ccc(N=C2SC(CC(=O)Nc3ccc(C(=O)O)cc3)C(=O)N2C)cc1C (centres undefined)
-4	O=C(CSc1n[nH]c(-c2ccccc2)n1)c1ccc(O)c(O)c1
6	O=C(Cn1c(C(=O)c2ccccc2)nc2ccccc21)c1ccccc1
-9	COc1ccc(OC)c(NC(=O)C2CCC(CNS(=O)(=O)c3cccs3)CC2)c1 (centres undefined)
-9	COc1ccc(OC)c(C2Nc3cccc4cccc(c34)N2)c1
-9	COc1cc(NC(=O)c2cc(-c3ccccc3OC)on2)c(OC)cc1Cl
-5	CCn1ncc(Br)c1C(=O)Nc1cc(C)ccc1F
0	CN(C)C(=O)N1CCCC(C(=O)O)C1 (centres undefined)
-2	Cc1nc2ccc(S(=O)(=O)NCC(=O)NCc3ccc4c(c3)OCO4)cc2s1
-5&1	NS(=O)(=O)c1ccc(C(=O)O)cc1
-3	COc1cc(C(=O)N2CCC(c3nc(-c4cccnc4)no3)CC2)cc(OC)c1OC
-40	COc1ccc2cc(C3C4=C(CC(C)(C)CC4=O)OC4=C3C(=O)CC(C)(C)C4)c(=O)[nH]c2c1
4	O=C(Nc1c2c(nn1-c1cccc(Cl)c1)CS(=O)C2)C1CCCCC1 (centres undefined)
-9	CCOC(=O)c1c(NC(=O)c2ccccc2)sc(C(=O)N2CCOCC2)c1C
2	COc1ccccc1CN(C(=O)c1ccco1)C(C(=O)NC1CCCC1)c1ccncc1 (centres undefined)
0	CN(C)CCCNCCCc1ccc(C(C)(C)C)cc1
-4	CCOc1ccc(NC(=O)CCS(=O)(=O)c2cccc3nonc23)cc1
4	CC(=O)Oc1cccc(N2C(=O)C3C4C=CC(C4)C3C2=O)c1 (centres undefined)
2	Cc1ccccc1-c1nnc(SCC(=O)Nc2nccs2)o1
-2	CCC(C)Sc1nnc(-c2c[nH]c3ccccc23)n1CC (centres undefined)
4	O=C(CN1CCN(c2ccc(Cl)cc2)CC1)Nc1cc(C(F)(F)F)ccc1Cl
-1	O=C(Cn1cnc2c(nnn2Cc2ccccc2)c1=O)N1CCCc2ccccc21
-24	CCC(=O)N1CCc2cc(Br)cc(S(=O)(=O)N3CCCC(C(=O)N4CCN(c5ccccc5Cl)CC4)C3)c21 (centres undefined)
-8	O=C(NCc1cccs1)C1CCCN1C(=O)Nc1ccccc1 (centres undefined)
0	CCc1nc(NCCN2CCOCC2)c2oc3ccccc3c2n1
-17	Cc1cccc(NC(=O)Cn2c(C)c(C#N)c3ccccc32)c1C
-12	C=CCNC(=O)c1c[nH]c2ccc(S(=O)(=O)N(C)c3ccc(CC)cc3)cc2c1=O
-6	COc1ccc2nc(N3CCC(C(=O)NCCc4ccccc4)CC3)sc2c1
2	N#Cc1c(NC(=O)CSc2nnc(-c3ccncc3)n2CC2CCCO2)sc2c1CCCC2 (centres undefined)
3	CC(=O)NC1C2CN3CCN(C2)CC1(Cc1ccccc1)C3 (centres undefined)
-12	CCc1ccc(N2C(=O)CC(Sc3ccccn3)C2=O)cc1 (centres undefined)
-6	CC(=O)N1C2CCCCC2S[C@H]2CCCCC21 (some centres undefined)
-10	Cc1ccc(NC(=O)CN(c2cc(C(F)(F)F)ccc2Cl)S(=O)(=O)c2ccccc2)cc1C
0	NC(=O)c1ccsc1NC(=O)COc1ccccc1
-5	O=C(O)C1CCCN1S(=O)(=O)c1cccc2nsnc12 (centres undefined)

A second format for some results above:
molecule	14-3-3g Raf
NC(=O)c1ccsc1NC(=O)COc1ccccc1	0
O=C(O)C1CCCN1S(=O)(=O)c1cccc2nsnc12 (centres undefined)	-5

(more compounds)
14-3-3g Raf	molecule
-2	Cc1nc(NC2=NCN(Cc3cccnc3)CN2)nc2c(C)cccc12
9	CC(C(=O)Nc1ccc(Br)cc1)N(c1ccccc1)S(C)(=O)=O (centres undefined)
-48	CCCOc1ccc(-c2csc(NC(=O)c3ccc(S(=O)(=O)N4CCc5ccccc54)cc3)n2)cc1
-11	COc1ccccc1-n1nnc(C(=O)NCc2ccc(C)cc2)c1N
-17	O=S(=O)(Nc1ccc(Cl)c(C(F)(F)F)c1)c1ccc(NS(=O)(=O)c2ccc3c(c2)OCCO3)cc1
7&-8	CSc1nnc2c(n1)OC=Nc1ccccc1-2
-99	Cc1ccc(NC(=O)c2cccc(C(=O)OC(C)C)n2)cc1
4	CCO/C=N/c1c(C#N)c2c(c(=S)n1C)COC(C)(C)C2
1	COc1ccc2nc3sc(C(=O)N(C)c4ccccc4Cl)cc3cc2c1
0	O=C(Nc1ccc(F)cc1)C1CCCCC1
-1	Cc1cc(NS(=O)(=O)c2ccc(NC(=O)NC3CCCCC3)cc2)no1
-131	Cc1cc(C)c(S(=O)(=O)N=C2C=C(Nc3ccc(C(=O)O)cc3)C(=O)c3ccccc32)c(C)c1
-5	CCN1C(=O)c2ccccc2Sc2ccc(C(=O)NCCc3ccc(C)cc3)cc21
-9	CCC(=O)Nc1ccc2nc(SCC(=O)N3CCCC3)sc2c1
-6	CCOc1ccc(OCc2ccc(C(=O)N3CCCC3)o2)cc1
-7	COC(=O)Cn1ncn2c(cc3oc(C)cc32)c1=O
-5	Cc1cc(C)n2cc(CSCc3ccco3)nc2n1
8	COc1cccc(N2CCN(Cc3nc(N)nc(Nc4ccccc4)n3)CC2)c1
-2	COc1ccc(-c2nc3ccccc3c(=O)o2)c(OC)c1
5	CCOC(=O)c1ccc(N=C2SC(C(=O)O)CC(=O)N2Cc2cccs2)cc1 (centres undefined)
-2	COc1ccc(-c2n[nH]c(C)c2-c2ccc(OC)c(OC)c2)c(O)c1
-3	COc1cc2c(C(=O)Nc3ccc(Oc4ccccc4)cc3)cn(CC(C)C)c(=O)c2cc1OC
-13	Cc1ccc(S(=O)(=O)NC(CC(=O)NC(C)(C)C)c2ccco2)cc1 (centres undefined)
-20	Nc1c(S(=O)(=O)c2cccc(Cl)c2)c2nc3ccccc3nc2n1/N=C/c1ccc(O)c(O)c1
-6	CCCn1c(NCc2cc(Br)ccc2NS(=O)(=O)c2ccc(C)cc2)nc2ccccc21
5	COc1cc2c(cc1NC(=O)CCOc1ccccc1C)oc1ccccc12
-1	CCCNS(=O)(=O)c1ccc(F)c(C(=O)Nc2ccc(CC)cc2)c1
-2	COc1ccc(-c2csc(=Nc3cccc(C(F)(F)F)c3)n2CCO)cc1F
-14	CCOc1ccc2nc(Cl)c(C3CC(c4ccccc4)=NN3S(C)(=O)=O)cc2c1 (centres undefined)
0	COc1ccc(C2CC(C(F)(F)F)n3nc(C(=O)N4CCN(c5cccc(Cl)c5)CC4)cc3N2)cc1OC (centres undefined)
-3	CC1CCN(Cc2c(O)ccc3c(=O)c(-c4ccc(Cl)cc4)coc23)CC1
1	Cc1nn(C(c2ccccc2)C(O)(c2ccccc2)c2ccccc2)c(C)c1Br (centres undefined)
-1	CC1=C(C(=O)OCCOC(C)C)C(c2cccc(Br)c2)NC(=O)N1 (centres undefined)
-2	Cc1cccc(-n2ncc3c(NCc4cccs4)ncnc32)c1
-8	O=C(Nc1ccc(F)cc1)c1ccccc1Br
-47	Cc1ccc2nc(NC(=O)COC(=O)c3ccc(Br)o3)sc2c1
-45	COC(=O)c1c(C)oc2ccc(N(C(=O)c3ccncc3)S(=O)(=O)c3ccc(Br)cc3)cc12
-4	COc1cc([N+](=O)[O-])ccc1NC(=O)Cn1c2ccccc2c(=O)c2ccccc21
20	CCCOC(=O)C1=C(C)NC2=C(C(=O)CC(c3ccc(Cl)cc3)C2)C1c1ccccc1F (centres undefined)
3	O=C(c1cccs1)N1CCN(C(=O)c2ccco2)c2ccccc2C1
1	CCOC(OCC)P(=O)(c1ccccc1)c1ccccc1
-11	COc1ccc(C2=NN3C(C2)c2cccc(OC)c2OC3c2ccccc2Cl)cc1 (centres undefined)
3	CCCCCCS(=O)Cc1ccccc1 (centres undefined)
3	COC(=O)c1sc2ccccc2c1NC(=O)c1ccc(Cl)s1
-6	COc1ccccc1C(=O)Nc1nc(C)cs1
-6	CC(=O)c1ccc(N2CCN(c3ccc(N4C(=O)CCC4=O)cc3[N+](=O)[O-])CC2)cc1
0	COc1cc(NS(=O)(=O)c2ccc(F)cc2)c(OC)cc1NC(C)=O
-7	N#CC1=C(N)Oc2c(ccc3cccnc23)C1c1cccnc1 (centres undefined)
-5	Cc1cccc(C)c1NC(=O)C(c1ccccc1)N1CCN(C(=O)c2ccco2)CC1 (centres undefined)
-3	Cc1ccc(Cn2nnc3c(=O)n(CC(=O)OCc4ccccc4)cnc32)cc1
1	CC(=O)Oc1cc(C)c2sc3ccccc3c(=O)c2c1
-7	CCCn1c(NCc2nc3ccccc3n2C)nc2ccccc21
3	O=C1CC(C(=O)Nc2ccc(F)cc2)SC(=Nc2ccccc2)N1 (centres undefined)
-1	COc1ccccc1N1CCN(CCN(C(=O)C2CCCCC2)c2ccccn2)CC1
-4	CCc1ccc(-n2c(=O)c3ccccc3n(CC(=O)c3ccccc3)c2=O)cc1
-4	O=C(COc1ccc(S(=O)(=O)NC2CCCCC2)cc1)N1CCN(c2ccc(F)cc2)CC1
7	CCOC(=O)Cn1nnc(-c2cccc(OC)c2)n1
4	CC1CCCCN1C(=O)c1cn(-c2ccc(Cl)cc2)c(=O)c2ccccc12 (centres undefined)
-26	CCc1nnc(NC(=O)c2sc3nc(-c4cccs4)cc(C(F)(F)F)c3c2N)s1
-6	CC(C)N(Cc1nc(-c2ccccc2)no1)C(=O)CN1C(=O)c2ccccc2C1=O

Next records:
14-3-3g Raf	molecule
-1	OCC1OC(Nc2ccc(OC(F)(F)Cl)cc2)C(O)C(O)C1O (centres undefined)
-3	CC(=O)C1=C(C)NC(SCC(=O)c2ccccc2)=C(C#N)C1CC(C)C (centres undefined)
-8	CCCn1c(=O)c2[nH]c(-c3ccc(OCC(=O)NCCN)cc3)nc2n(CCC)c1=O
-5	O=C(CN1CCN(c2ccccn2)CC1)NC(=O)NC1CCCCC1
-6	CCOC(=O)CNC(=O)c1[nH]ncc1[N+](=O)[O-]
-7	C[C@]12C=CC(=O)C=C1CC[C@@H]1[C@@H]2[C@@H](O)C[C@@]2(C)[C@H]1CC[C@]2(O)C(=O)COC(=O)CCC(=O)O
-12	CCOCC(=O)Nc1cc(C(=O)OC)ccc1C(=O)OC
-8&-13	O=C(O)CCc1nc(-c2cccs2)no1
